Ins promoter up: MIN6 insulin promoter up-regulation | z-score at 5 µM | hit rate 0.3% among 190,000 | MIN6 insulin promoter-GFP reporter, high-content imaging; stronger effect = higher value;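 active = z-score above 3 at 5 µM with at least 500 cells counted in the well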
TNAP activation fold: stimulation of alkaline phosphatase TNAP activity – biochemical, luminescent, no phosphate acceptor, uHTS, primary screen (AID 1001). purified TNAP, luminescent activation assay, no phosphate acceptor; higher activation fold means a stronger effect. activation fold at 20 µM, or EC50 in µM where a hit was titrated. hit rate 0.03% among 200,000; in the data active = activation fold from about 3, or a potency from the dose series; inactive = the rest, 99 in 100 with activation fold below about 1.6; note: many of its hits are not listed in these tables
b-catenin transl: beta-catenin nuclear translocation modulation; HeLa beta-catenin nuclear translocation, immunofluorescence imaging; nuclear translocation activity, % at 5 µM; hit rate 0.3% among 190,000; AID 1665;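 active = nuclear translocation activity above 50% at 5 µM, with a well cell count of 50 or more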;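 note: per-cell ratio of nuclear to cytoplasmic median beta-catenin stain intensity; plate controls were DMSO negative control for no effect and GSK-3 inhibitor IX positive control for full effect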
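Assay system: human HeLa cells, native beta-catenin; doses: 5 µM primary, 0.02–20 µM confirmation; incubation: compound treatment 24 h, 37°C, 5% CO2; technique: fluorescence imaging of beta-catenin antibody stain plus DAPI; measure: % activation, nuclear-to-cytoplasmic median beta-catenin signal ratio per cell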
Hep lipid drop: hepatic lipid droplet formation modulation | AML12 mouse hepatocytes, oleate lipid droplets, BODIPY imaging | inhibition, % at 6.5 µM | hit rate 0.4% among 240,000;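 active = lipid droplet intensity inhibited by at least 50%, with more than 500 cells counted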
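Assay system: AML12 mouse liver cells | Compound: 6.5 µM single-point dosing | Schedule: Overnight exposure | Technique: Fluorescence imaging, 20x objective, two fields per well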
human PMI inhibition: inhibitors of human PMI, primary screen, biochemical, fluorescence intensity, coupled assay (AID 1209); one-dose inhibition, % at 20 µM; IC50 in µM for titrated hits; purified PMI enzyme, coupled fluorescence intensity; higher % means a stronger effect; hit rate 0.42% among 190,000;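 note: plate controls were DMSO vehicle for no effect and wells lacking substrate for full effect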
T cell modulator: T cell immune modulators affecting CD8 T cell-vesicle binding. hit rate 0.068% among 330,000. calls only at 7 µM. 2C CD8+ T cell-vesicle binding, flow cytometry; stronger effect = lower value;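 active = response, share of CD8 T cells binding vesicles, and their 90th percentile fluorescence all below set limits, cut at about 80% in these data, passing the limit was not always enough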
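System: murine 2C transgenic CD8+ T lymphocytes; also added: QL9-loaded Drosophila micro-vesicles; times: binding 1.5 h at 37 °C; measured by: flow cytometry, PE anti-B7-1 (FL2) versus Alexa647 anti-CD8 (FL8), PFA-fixed; control set: Peptide-free naked vesicles (low) and QL9 vesicles with 0.7% DMSO vehicle (high)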
MT stabilizer: microtubule stabilizers in HeLa cells; HeLa tubulin immunostaining HCS, 24 h; share of cells brighter than vehicle mean+2SD; % tubulin-high responders, % at 10 µM; hit rate 0.83% among 200,000; AID 2205;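 active = plate Z-score above 3 for both tubulin-high and condensed-nucleus cell shares, with cell loss under 80%, at 10 µM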;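 note: anti alpha tubulin signal scored within the nucleus-defined area of each cell; some results filed as inactive read as strong as hits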
Autophagy mod: alters autophagy in cells; MEF GFP-LC3 puncta imaging; test concentration mostly 10 µM; calls only at 10 µM (by protocol); hit rate 0.98% among 190,000;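 active = percentage of spot-positive cells more than 3 SD above its plate mean, without a fluorescence outlier flag or 80% toxicity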;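 note: spot-positive cell cutoff set from DMSO-treated cells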
human PMI inhibitors: MPI inhibition at elevated mannose 6-phosphate – biochemical, fluorescence intensity, high mannose 6-phosphate, primary screen (AID 1220). recombinant PMI enzyme, coupled fluorescence intensity; higher % means a stronger effect. inhibition, % at 20 µM, or IC50 in µM where a hit was titrated. hit rate 0.66% among 190,000
Ins promoter up cell count: recorded beside Ins promoter up, whose call it bears; cell count; measured here: cytotoxicity, nuclei count;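 total cells summed across four imaged fields per well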
Hep lipid drop cells 6.5 µM: also measured in Hep lipid drop; calls as there; cell count; measured here: cell count, cytotoxicity flag;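 cells counted across two imaged fields per well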
b-catenin transl cell count 5 µM: further read-out of b-catenin transl, marked with its call; cell count; measured here: cell count, cytotoxicity flag
T cell modulator vesicle-bound %: second read-out of T cell modulator, no call of its own (marks repeat the call); double positive events, %; measured here: CD8+ vesicle-bound cell fraction;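 binding gate set so that unloaded-vesicle control wells show 10% double positive cells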
MT stabilizer Hoechst-high %: further read-out of MT stabilizer, marked with its call; % Hoechst-high responders; measured here: nuclear condensation Hoechst responders;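 share of cells brighter than vehicle mean plus two SD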
MT stabilizer cytotoxicity %: recorded beside MT stabilizer, whose call it bears; toxicity, %; measured here: cytotoxicity by cell density;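 0% = mean cell density of plate MIN control wells and 100% = no cells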
Autophagy mod cell loss 18 h: recorded beside Autophagy mod, whose call it bears; toxicity, %; measured here: cell loss, nuclei count;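 cell loss after 18 h compound exposure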
The depositor's hits bear a star; i = inactive; . = no result given. Cut-off read from the data, not from the text of the source, unless noted: active = inhibition above about 50%; inactive = the rest.

SMILES	Ins promoter up	Ins promoter up cell count	TNAP activation fold	b-catenin transl	b-catenin transl cell count 5 µM	Hep lipid drop	Hep lipid drop cells 6.5 µM	human PMI inhibition	T cell modulator	T cell modulator vesicle-bound %	MT stabilizer	MT stabilizer Hoechst-high %	MT stabilizer cytotoxicity %	Autophagy mod	Autophagy mod cell loss 18 h	human PMI inhibitors
Cn1c(CS(=O)Cc2c(Cl)cccc2Cl)nnc1SCc1c(Cl)cccc1Cl (stereo not given)	1.31	1833	1.1	1.1	1060	-5.4	635	18.2%	i	45.7	1.3	1.8	8.1	i	-1.8	16.7%
O=C(Nc1cccc(C(F)(F)F)c1)C1CCCCC1	.	.	1.1	-11.5	1102	-0.5	716	6.3%	i	56.9	3.1	1.1	13.6	i	16.9	0.5%
O=c1[nH]c(CO)nc2c1oc1ccccc12	-1.1	945	1.1	.	.	17.8	801	-8.6%	i	39.2	1.2	1.6	7.5	i	-8.3	-3.6%
COC(=O)C1=C(C)NC(C)=C(C(=O)OC)C1C(=O)OCCN1C(=O)c2ccccc2C1=O	.	.	1.1	-5.5	983	.	.	13.3%	i	53.2	2.2	1.3	3.3	i	-7.3	18.8%
CCNC(=O)NC(=O)C(C)Oc1ccc(C(=O)OC)cc1 (stereo not given)	0.33	992	1.1	-0.5	1175	.	.	-0.5%	i	45.6	1.9	2.2	6.1	.	.	1.4%
CCOc1ccccc1OCC(=O)Nc1nc2ccccc2[nH]1	-0.37	1192	1.6	-0.4	1037	-5.7	647	-2.1%	i	9.1	2.0	1.6	3.8	i	-8.5	2.6%
Cc1ccc(S(=O)(=O)N2CCN(C(=O)CSc3nc4ccccc4c(=O)[nH]3)CC2)c(C)c1	-0.13	1006	1	-0.4	1152	-9.3	702	1.3%	i	36.7	1.9	0.5	19.9	i	-0.6	-9.2%
CCC(=O)Nc1cc(-c2nnc(OC)c3ccccc23)ccc1N1CCOCC1	-0.99	1266	1.2	-3.4	934	.	.	3.2%	i	51.0	2.4	3.3	9.3	i	16.0	-3.2%
CC(C)(C)OC(=O)N1CC=C2C(C#N)=C(N)C(C#N)(C#N)[C@H](c3cccnc3)[C@H]2C1	0.07	1854	1.1	-0.1	994	-0.8	680	11.3%	i	61.3	3.3	2.8	8.1	i	15.0	4.6%
CC(C)(C)NC(=O)C(=O)N/N=C/c1ccc(Br)cc1	0.85	1499	1.1	-1.2	1345	.	.	-9.8%	i	54.1	2.2	1.3	7.3	i	3.2	-13.3%
Cc1ccc(Cn2nc(C)c(NC(=O)CCCn3nc(C)c([N+](=O)[O-])c3C)c2C)cc1	-0.49	1248	1.3	.	.	-36.7	558	16.7%	i	33.5	1.4	3.5	2.2	i	4.5	1.8%
CN(C)C(=O)C1CC(=O)OC12CCCCC2 (stereo not given)	0.32	1049	.	-1.1	1337	-38.0	727	.	i	21.0	.	.	.	.	.	.
CNC(=S)Nc1cc(OC)c(NC(=O)c2ccco2)cc1OC	-0.47	1576	1	-0.4	1667	8.8	716	18.1%	i	53.6	1.5	2.4	6.5	i	-12.4	38.6%
C=CCN1CCN(Cc2cnc(Cl)s2)CC1	0.37	1864	1.1	-1.9	1063	10.8	662	13.6%	i	25.8	1.7	1.9	12.1	i	14.4	15.9%
CCOc1ccc(C2C(C#N)=C(N)SC(N)=C2C#N)c(OCC)c1	-3.06	510	1.1	-1.2	1089	23.6	643	35.7%	i	38.3	4.8	2.5	8.3	i	7.9	18.0%
CC(Sc1nc(-c2ccccc2)cc(C(F)(F)F)n1)C(=O)N1CCOCC1 (stereo not given)	.	.	1	2.1	452	-5.7	764	-14.3%	i	50.5	2.7	1.0	6.5	i	4.4	-15.4%
COCCNC(=O)C(c1ccco1)N(C(=O)Cn1nnc2ccccc21)c1cc(C)ccc1C (stereo not given)	-0.24	1056	1.1	-0.2	1156	.	.	-0.3%	i	39.0	4.6	2.2	6.9	i	-4.1	4.2%
CCOC(=O)COn1c(-c2cccc(Cl)c2)nc2ccc([N+](=O)[O-])cc21	-0.43	1403	1.1	-3.4	898	.	.	-35.7%	i	29.6	1.7	1.6	8.4	i	4.6	-107.6%
O=C(CNc1ccccc1)NNC1=NCCC1	0.84	2334	1	-1.2	946	6.6	700	19.1%	i	60.3	3.0	2.8	6.4	i	-46.1	14.8%
COC(=O)[C@H](Cc1ccccc1)NC(=O)[C@@H]1C[C@H]1[C@@H](NC(=O)OCc1ccccc1)c1ccccc1	-0.15	1282	1.1	7.5	536	0.3	718	-5.7%	i	16.9	3.2	3.4	4.3	i	13.9	-3.9%
CC(NC(=O)C12CC3CC(C1)CC(n1cncn1)(C3)C2)C12CC3CC(CC(C3)C1)C2 (stereo not given)	-0.87	1576	1.1	0.7	1387	.	.	4.6%	i	4.5	1.3	1.6	9.4	i	1.5	5.6%
O=C(/C=C/c1ccc(OCCCF)cc1)Nc1ccnc(-c2ccncc2)n1	-0.91	1082	1	-8.6	1219	-1.0	717	-3.5%	i	17.9	2.6	2.2	2.2	i	2.4	-8.0%
CC1(C)Cc2ccccc2C(c2cc3ccccc3oc2=O)=N1	.	.	1.1	.	.	-49.7	736	-4.7%	i	29.8	3.8	2.3	2.6	i	6.7	-3.9%
OCCCn1c(-c2ccccc2)n[nH]c1=S	0.36	1098	1	-1.5	1214	16.6	706	-1.8%	i	11.1	1.9	1.8	19.3	i	-4.4	1.1%
CC(C)c1csc(CN2CCN(Cc3ccc(F)c(F)c3)C(CCO)C2)n1 (stereo not given)	1.15	1423	1	0.0	977	-3.1	736	6.7%	i	37.5	1.4	1.2	2.4	i	44.4	-0.2%

Five compounds out of the list, ordered by count of non-hydrogen atoms, rising.
SMILES	Ins promoter up	Ins promoter up cell count	TNAP activation fold	b-catenin transl	b-catenin transl cell count 5 µM	Hep lipid drop	Hep lipid drop cells 6.5 µM	human PMI inhibition	T cell modulator	T cell modulator vesicle-bound %	MT stabilizer	MT stabilizer Hoechst-high %	MT stabilizer cytotoxicity %	Autophagy mod	Autophagy mod cell loss 18 h	human PMI inhibitors
OCCCn1c(-c2ccccc2)n[nH]c1=S	0.36	1098	1	-1.5	1214	16.6	706	-1.8%	i	11.1	1.9	1.8	19.3	i	-4.4	1.1%
O=C(Nc1cccc(C(F)(F)F)c1)C1CCCCC1	.	.	1.1	-11.5	1102	-0.5	716	6.3%	i	56.9	3.1	1.1	13.6	i	16.9	0.5%
CCOC(=O)COn1c(-c2cccc(Cl)c2)nc2ccc([N+](=O)[O-])cc21	-0.43	1403	1.1	-3.4	898	.	.	-35.7%	i	29.6	1.7	1.6	8.4	i	4.6	-107.6%
CC(C)c1csc(CN2CCN(Cc3ccc(F)c(F)c3)C(CCO)C2)n1 (stereo not given)	1.15	1423	1	0.0	977	-3.1	736	6.7%	i	37.5	1.4	1.2	2.4	i	44.4	-0.2%
CC(C)(C)OC(=O)N1CC=C2C(C#N)=C(N)C(C#N)(C#N)[C@H](c3cccnc3)[C@H]2C1	0.07	1854	1.1	-0.1	994	-0.8	680	11.3%	i	61.3	3.3	2.8	8.1	i	15.0	4.6%

(list continues)
SMILES	Ins promoter up	Ins promoter up cell count	TNAP activation fold	b-catenin transl	b-catenin transl cell count 5 µM	Hep lipid drop	Hep lipid drop cells 6.5 µM	human PMI inhibition	T cell modulator	T cell modulator vesicle-bound %	MT stabilizer	MT stabilizer Hoechst-high %	MT stabilizer cytotoxicity %	Autophagy mod	Autophagy mod cell loss 18 h	human PMI inhibitors
O=C1N=c2ccccc2=C1c1sc(=S)n(-c2ccc(O)cc2)c1O	-0.25	1338	.	-2.0	1120	12.0	725	.	i	41.5	.	.	.	.	.	.
COc1ccc(CCNC(=O)c2[nH]c(C)c(C(C)=O)c2C)cc1	.	.	1	-0.2	1203	-2.0	751	-4.1%	i	12.2	0.5	1.2	11.4	i	-12.5	-6.2%
COc1ccc(NS(=O)(=O)c2cc(NC(=O)C3CCCCC3)ccc2N2CCOCC2)cc1	0.44	1617	1	-4.0	1077	-1.7	682	-0.2%	i	37.3	5.4	3.0	2.2	i	19.4	7.8%
Cc1c(C(=O)/C=C/N(C)C)nnn1-c1ccc(Cl)cc1Cl	-0.2	942	.	0.5	1339	15.0	782	.	i	2.2	.	.	.	.	.	.
CNS(=O)(=O)c1cnccc1N1CCN(c2cccc(C)c2)CC1	-0.4	839	1.1	.	.	-4.8	810	8.2%	i	39.0	1.9	1.5	5.0	i	-0.2	5.6%
CN1CCN(Cc2nc3ccccc3c(=O)n2Cc2nc(-c3cccc([N+](=O)[O-])c3)cs2)CC1	2.02	1032	1	-2.8	1120	-1.8	705	13.0%	.	.	3.1	2.0	5.4	i	9.8	33.5%
Cc1cc(C(=O)CSc2nnc(-c3ccccc3)o2)c(C)n1CC1COc2ccccc2O1 (stereo not given)	0.83	1492	1	-0.8	1350	.	.	-1.1%	i	33.2	4.4	6.6	2.4	i	3.7	-1.0%
O=S(=O)(Cc1ccccc1)N1CCCCCC1	.	.	1.1	0.9	1014	-2.3	644	6.8%	i	47.4	3.5	2.8	7.0	i	-2.4	6.0%
COc1ccc(C(=O)OCC(=O)Nc2ccc(Cl)c(C(F)(F)F)c2)c(OC)c1OC	-0.25	1486	1.2	-0.4	1075	-0.6	678	18.9%	i	47.0	4.0	1.8	6.0	i	12.1	7.7%
Cc1ccc(C(=O)COC(=O)CCCC(=O)Nc2cc(C(F)(F)F)ccc2Cl)cc1C	0.2	1305	1	-2.0	834	-0.9	534	28.7%	i	28.5	4.0	1.2	6.1	i	-11.0	17.0%
CCCSc1nnc(-c2cccc(S(=O)(=O)N(C)C)c2)n1-c1cc(OC)ccc1OC	-1.38	1282	1.1	0.1	1131	.	.	12.3%	i	14.4	2.2	1.7	8.3	i	12.0	19.6%

Screening data as filed in PubChem BioAssay.
